Compound activity: PubChem, several laboratories
PG9 Ab binder = small molecules binding HIV-1 gp120 antibody PG9; TR-FRET gp120-PG9 antibody binding; AID 624416; inhibition, % at 6.7 µM; hit rate 0.43% among 360,000; in the data active means inhibition above about 8.5%
TCR CD3 inh = human TCR-CD3 binding inhibition. TAMRA-labeled TCR probe fluorescence, biochemical. inhibition, % at 9.4 µM. hit rate 0.37% among 360,000; in the data active means inhibition above about 19%;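 further: recombinant mutant TCR 2C K166C tagged with TAMRA read by polarization; 0% = receptor in buffer alone and 100% = receptor with positive control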
PRMT1 FP inh = PRMT1 (human) inhibition, primary screen. hit rate 1.3% among 370,000. recombinant PRMT1, activity-based probe fluorescence polarization. inhibition, % at 2.79 µM. AID 652257;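 active means inhibition above about 21% made by adding two undisclosed values, limit read from the data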
TDP2 absorb = TDP2 (human) inhibition, absorbance primary screen | inhibition, % at 12.8 µM | hit rate 0.34% among 370,000 | AID 720702 | recombinant TDP2, T5PNP hydrolysis, p-nitrophenol absorbance 415 nm;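 active means inhibition above the mean of all tested compounds plus 3 SD, set per campaign, cut at about 25% in these data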;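 further: 0% = DMSO with enzyme and 100% = buffer with substrate but no TDP2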
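System – recombinant human TDP2 · Amount – 120 nM TDP2 per well · Buffer or medium – Mg2+-containing Tris-HCl buffer, pH 7.5 · Reagent – T5PNP substrate, 5 mM · Dosing – 12.8 µM single point, 1% DMSO · Incubation – 2 h at 37 °C · Measured by – epi absorbance · Read-out basis – percent inhibition · Benchmarks – high control without enzyme, low control DMSO plus TDP2 · Repeats – singlicate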
Rev-erbA mod = modulates human Rev-erb alpha binding to DNA | P20393 | Rev-erbα–FITC-DNA binding, fluorescence polarization, 90 min | activity, % at 10 µM | hit rate 0.79% among 370,000;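 active means activity above about 14%, limit read from the data; passing the limit was not always enough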;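 further: 0% = DMSO wells with 35 nM protein and 100% = DMSO wells with 750 nM protein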
SIAE primary = human SIAE inhibition, primary screen; SIAE FP-Rh probe binding, fluorescence polarization; Q9HAT2; inhibition, % at 9.66 µM; hit rate 0.69% among 370,000; AID 1053197;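 active means inhibition above a cutoff: mean of compounds within the control limits plus 3 SD of those, cut at about 17% in these data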;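 further: 0% = plate median of compound wells and 100% = probe without SIAE protein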
LEDGF integ inh = blocks HIV-1 LEDGF/p75-dependent DNA integration; TR-FRET IN-LEDGF/p75 DNA integration, Eu/Cy5; hit rate 0.64% among 370,000; inhibition, % at 3.7 µM;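 active means inhibition above the screen-wide mean plus 3 SD, cut at about 13% in these data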;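 further: signal is the Cy5 over europium emission ratio at 671 and 618 nm; 0% = plate median of compound wells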
rCAG RNA binder = r(CAG) repeat RNA binding; inhibition, % at 3 µM; TO-PRO-1 dye displacement fluorescence; hit rate 1.3% among 370,000;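 active means inhibition above the plate cutoff, the mean of all test compounds on that plate plus 3 SD, cut at about 35% in these data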;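 further: 0% = DMSO alone and 100% = 100 µM mitoxantrone as full dye displacement; higher means more dye released from RNA so lower well fluorescence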
HTRA1 inh = inhibitors of human serine peptidase HTRA1; AID 504803; hit rate 0.5% among 340,000; Q92743; recombinant HTRA1, FP-rhodamine activity-based probe, fluorescence polarization; inhibition, % at 5.96 µM; in the data active means inhibition above about 36%;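 further: 0% = enzyme with DMSO and 100% = wells lacking enzyme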
Target sequence (Q92743 whole entry, looked up): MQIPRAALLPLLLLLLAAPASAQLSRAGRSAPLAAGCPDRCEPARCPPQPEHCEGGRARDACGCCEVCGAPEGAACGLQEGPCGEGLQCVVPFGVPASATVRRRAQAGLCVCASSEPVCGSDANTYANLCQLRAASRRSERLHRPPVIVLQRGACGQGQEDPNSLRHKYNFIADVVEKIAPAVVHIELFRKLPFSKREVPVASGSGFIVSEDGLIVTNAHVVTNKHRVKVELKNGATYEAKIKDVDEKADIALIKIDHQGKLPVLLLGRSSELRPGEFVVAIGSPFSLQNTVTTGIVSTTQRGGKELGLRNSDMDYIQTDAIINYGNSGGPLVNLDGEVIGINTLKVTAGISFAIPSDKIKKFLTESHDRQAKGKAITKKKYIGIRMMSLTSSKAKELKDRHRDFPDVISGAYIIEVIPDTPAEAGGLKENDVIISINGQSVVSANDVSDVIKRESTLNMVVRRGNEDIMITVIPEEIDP
ABHD4 inh = inhibitors of mouse ABHD4; inhibition, % at 8.92 µM; hit rate 0.54% among 370,000; purified mABHD4, FP-Rh probe fluorescence polarization;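 active means inhibition exceeding the mean over every tested compound plus 3 SD, cut at about 30% in these data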;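 further: 0% = plate median of compound wells and 100% = S159A mutant with DMSO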
Target sequence (Q8VD66 whole entry, looked up): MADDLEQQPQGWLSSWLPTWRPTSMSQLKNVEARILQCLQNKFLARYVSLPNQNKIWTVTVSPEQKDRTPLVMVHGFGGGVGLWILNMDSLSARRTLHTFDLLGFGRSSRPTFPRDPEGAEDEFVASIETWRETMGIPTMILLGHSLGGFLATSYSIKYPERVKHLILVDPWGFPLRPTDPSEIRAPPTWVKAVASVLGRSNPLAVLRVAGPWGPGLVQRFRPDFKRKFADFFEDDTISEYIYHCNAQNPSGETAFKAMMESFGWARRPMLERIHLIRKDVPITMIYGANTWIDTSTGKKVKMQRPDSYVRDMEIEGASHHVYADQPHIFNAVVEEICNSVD
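Test system: mABHD4 protein | Buffer or medium: HEPES pH 7.0 buffer, 150 mM NaCl, 0.01% Pluronic F-127 | Probe or stimulus: FP-Rh fluorescent activity-based probe, added after compound pre-incubation | Timing: Pre-incubation 45 min, probe exposure 60 min, at 25 °C | Technique: Fluorescence polarization, excitation 525 nm, emission 598 nm, BODIPY TMR filters | Repeats: Single well per compound (singlicate)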
An asterisk follows results filed as active.

Results for Cc1cccc(NC(=O)CCC(=O)Nc2nnc(C(F)(F)F)s2)c1 ?
PG9 Ab binder: 0.2; TCR CD3 inh: 0; PRMT1 FP inh: -1; TDP2 absorb: 6; Rev-erbA mod: -3; SIAE primary: 0; LEDGF integ inh: 2; rCAG RNA binder: 3; HTRA1 inh: -2; ABHD4 inh: 3

Results for CN1OC[C@@H]2CN(Cc3ccccc3)[C@H](c3ccc(N4CCCCC4)cc3)C[C@@H]21 ?
PG9 Ab binder: -1.4; TCR CD3 inh: 1; PRMT1 FP inh: 4; TDP2 absorb: -4; Rev-erbA mod: -6; SIAE primary: -1; LEDGF integ inh: -3; rCAG RNA binder: 3; ABHD4 inh: -7

How did COc1ccc(N(C(=O)Cn2nnc(-c3ccc(F)cc3)n2)C(C)C(=O)NC2CCCC2)cc1 (stereo not given) do in these assays?
PG9 Ab binder: -1.5; TCR CD3 inh: 2; PRMT1 FP inh: -2; TDP2 absorb: 3; Rev-erbA mod: -3; SIAE primary: 0; LEDGF integ inh: 4; rCAG RNA binder: -6; HTRA1 inh: -18; ABHD4 inh: -8

What do the screens show for `CCCc1cc(=O)[nH]c(SCC(=O)Nc2sccc2C#N)n1`?
PG9 Ab binder: 0.0; TCR CD3 inh: -7; PRMT1 FP inh: 2; TDP2 absorb: 17; Rev-erbA mod: 9; SIAE primary: 17*; LEDGF integ inh: -2; rCAG RNA binder: 15; HTRA1 inh: -3; ABHD4 inh: 13

How did COc1cc(C(CC(=O)Nc2ccc(C)cn2)N2Cc3ccccc3C2=O)cc(OC)c1OC (stereo not given) do in these assays?
PG9 Ab binder: -0.6; TCR CD3 inh: -7; PRMT1 FP inh: 3; TDP2 absorb: -3; Rev-erbA mod: -5; SIAE primary: -8; LEDGF integ inh: -5; rCAG RNA binder: -4; HTRA1 inh: 0; ABHD4 inh: 0

How did Cc1oc(-c2cc3c(cc2Cl)OCO3)nc1CN1CCCC(C(=O)N2CCOCC2)C1 (stereo not given) do in these assays?
PG9 Ab binder: -1.0; TCR CD3 inh: 8; PRMT1 FP inh: -1; TDP2 absorb: -14; Rev-erbA mod: 4; SIAE primary: 0; LEDGF integ inh: 0; rCAG RNA binder: -6; HTRA1 inh: 1; ABHD4 inh: -3

How did CC12CCC3c4ccc(O)cc4CCC3C1CC(=NO)C2O (stereo not given) do in these assays?
PG9 Ab binder: 3.2; TCR CD3 inh: -8; PRMT1 FP inh: 2; TDP2 absorb: -3; Rev-erbA mod: -8; SIAE primary: 2; LEDGF integ inh: 2; rCAG RNA binder: 2; HTRA1 inh: -2; ABHD4 inh: -7

How did CCCCCCN(C(=O)CCCCCN1C(=O)NC(c2ccc([N+](=O)[O-])cc2)C(C(=O)OCc2ccccc2)=C1C)C(C(=O)NCCCC)C1CCCCC1 (stereo not given) do in these assays?
PG9 Ab binder: 0.0; TCR CD3 inh: 3; PRMT1 FP inh: -2; TDP2 absorb: 0; Rev-erbA mod: -7; SIAE primary: 8; LEDGF integ inh: -9; rCAG RNA binder: 7; HTRA1 inh: -8; ABHD4 inh: -3

Results for COCCN(C(=O)c1ccc(C#N)cc1)c1c(N)n(Cc2ccccc2)c(=O)[nH]c1=O ?
PG9 Ab binder: -0.2; TCR CD3 inh: 4; PRMT1 FP inh: -4; TDP2 absorb: 8; Rev-erbA mod: 1; SIAE primary: 3; LEDGF integ inh: 1; rCAG RNA binder: 5; HTRA1 inh: 2; ABHD4 inh: 7

Results for Cc1cc(C)n(C(=O)CSc2ccc(Cl)cc2)n1 ?
PG9 Ab binder: 2.5; TCR CD3 inh: -3; PRMT1 FP inh: 5; TDP2 absorb: -7; Rev-erbA mod: -1; SIAE primary: -4; LEDGF integ inh: -3; rCAG RNA binder: -1; HTRA1 inh: -3; ABHD4 inh: 1

What do the screens show for `O=C(COC(=O)c1ccc(Cl)nc1)Nc1ccc(N2CCOCC2)cc1`?
PG9 Ab binder: -1.9; TCR CD3 inh: -2; PRMT1 FP inh: -7; TDP2 absorb: -11; Rev-erbA mod: -6; SIAE primary: -3; LEDGF integ inh: 1; rCAG RNA binder: 1; HTRA1 inh: 1; ABHD4 inh: 3

How did COc1cccc(/C=C(/C#N)c2ccc(F)cc2)c1OCc1cccc(C(=O)O)c1 do in these assays?
PG9 Ab binder: -4.0; TCR CD3 inh: 5; PRMT1 FP inh: 4; TDP2 absorb: 5; Rev-erbA mod: 4; SIAE primary: -7; LEDGF integ inh: 0; rCAG RNA binder: 51*; HTRA1 inh: -15; ABHD4 inh: -6

How did CC(OC(=O)c1ccncc1)C(=O)Nc1cccc([N+](=O)[O-])c1 (stereo not given) do in these assays?
PG9 Ab binder: -1.2; TCR CD3 inh: -1; PRMT1 FP inh: -4; TDP2 absorb: 2; Rev-erbA mod: 3; SIAE primary: 0; LEDGF integ inh: 9; rCAG RNA binder: -2; HTRA1 inh: 0; ABHD4 inh: -2

Results for O=C(c1ccco1)N1N=C(c2ccc(Br)cc2)CC1(O)C(F)(F)F (stereo not given) ?
PG9 Ab binder: -1.2; TCR CD3 inh: 6; PRMT1 FP inh: 2; TDP2 absorb: -1; Rev-erbA mod: -1; SIAE primary: -7; LEDGF integ inh: -2; rCAG RNA binder: 4; HTRA1 inh: -14; ABHD4 inh: -4

What do the screens show for `Cc1ccc(NC(=O)CSc2nncc3ccccc23)cc1`?
PG9 Ab binder: -2.4; TCR CD3 inh: -2; PRMT1 FP inh: 0; TDP2 absorb: -4; Rev-erbA mod: 4; SIAE primary: 2; LEDGF integ inh: 1; rCAG RNA binder: 2; HTRA1 inh: -12; ABHD4 inh: 3

What do the screens show for `NC1=NC2(CCCCC2)N(c2ccc(F)cc2)C(N)=N1`?
PG9 Ab binder: -0.6; TCR CD3 inh: 3; PRMT1 FP inh: -4; TDP2 absorb: 7; Rev-erbA mod: 3; SIAE primary: -4; LEDGF integ inh: -4; rCAG RNA binder: 0; HTRA1 inh: -2; ABHD4 inh: 0

Results for Cc1nnc(NC(=O)CCSc2ccccc2)s1 ?
PG9 Ab binder: -3.1; TCR CD3 inh: 4; PRMT1 FP inh: 1; TDP2 absorb: -12; Rev-erbA mod: 6; SIAE primary: -1; LEDGF integ inh: 1; rCAG RNA binder: -1; HTRA1 inh: 0; ABHD4 inh: -1

How did O=C(NC1CCN(C(=O)Nc2cccc(F)c2)CC1)c1ccco1 do in these assays?
PG9 Ab binder: -2.0; TCR CD3 inh: -2; PRMT1 FP inh: 1; TDP2 absorb: 11; Rev-erbA mod: 3; SIAE primary: -3; LEDGF integ inh: 1; rCAG RNA binder: 2; HTRA1 inh: 7; ABHD4 inh: 2

Results for O=C(Nc1ccc(N=Nc2ccccc2)cc1)c1ccccc1Cl ?
PG9 Ab binder: -0.9; TCR CD3 inh: -3; PRMT1 FP inh: 0; TDP2 absorb: 2; Rev-erbA mod: -2; SIAE primary: -4; LEDGF integ inh: 2; rCAG RNA binder: 2; HTRA1 inh: -1; ABHD4 inh: 1

What do the screens show for `COc1cc([N+](=O)[O-])ccc1NC(=O)COC(=O)C1=NN(c2ccccc2)C(=O)CC1`?
PG9 Ab binder: -0.6; TCR CD3 inh: -3; PRMT1 FP inh: -2; TDP2 absorb: 4; Rev-erbA mod: -11; SIAE primary: 1; LEDGF integ inh: 3; rCAG RNA binder: 2; HTRA1 inh: 3; ABHD4 inh: -3

How did Cc1ccc(N2CC(C(=O)Nc3nnc(SCC(=O)Nc4cc(C)on4)s3)CC2=O)cc1 (stereo not given) do in these assays?
PG9 Ab binder: -0.2; TCR CD3 inh: 4; PRMT1 FP inh: -3; TDP2 absorb: 5; Rev-erbA mod: 2; SIAE primary: 14; LEDGF integ inh: 1; rCAG RNA binder: 4; HTRA1 inh: 4; ABHD4 inh: 1

Results for O=C(O)c1cc2nc(C3CC3)cc(C(F)(F)F)n2n1 ?
PG9 Ab binder: -1.9; TCR CD3 inh: 7; PRMT1 FP inh: -1; TDP2 absorb: 4; Rev-erbA mod: 12; SIAE primary: -5; LEDGF integ inh: 3; rCAG RNA binder: 1; HTRA1 inh: 0; ABHD4 inh: 2

What do the screens show for `COc1ccc(CNC(=O)CN(C)S(=O)(=O)c2ccc(Cl)cc2)cc1`?
PG9 Ab binder: -0.8; TCR CD3 inh: 1; PRMT1 FP inh: -6; TDP2 absorb: -14; Rev-erbA mod: 1; SIAE primary: 1; LEDGF integ inh: 3; rCAG RNA binder: -3; HTRA1 inh: 1; ABHD4 inh: -4

Results for O=[N+]([O-])c1ccccc1C1Nc2cccc3cccc(c23)N1 ?
PG9 Ab binder: -3.3; TCR CD3 inh: 8; PRMT1 FP inh: 29*; TDP2 absorb: 3; Rev-erbA mod: -9; SIAE primary: 6; LEDGF integ inh: 0; rCAG RNA binder: 19; HTRA1 inh: 51*; ABHD4 inh: 53*

What do the screens show for `Cc1ccn2c(=O)nc(SCC(=O)N3N=C(c4cccs4)CC3c3ccc(F)cc3)nc2c1` (stereo not given)?
PG9 Ab binder: -0.9; TCR CD3 inh: -4; PRMT1 FP inh: -3; TDP2 absorb: 8; Rev-erbA mod: 2; SIAE primary: -5; LEDGF integ inh: 4; rCAG RNA binder: 1; HTRA1 inh: -25; ABHD4 inh: -15

What do the screens show for `CC(CN1CCOCC1)OC(=O)/C=C/c1ccccc1` (stereo not given)?
PG9 Ab binder: -4.0; TCR CD3 inh: 2; PRMT1 FP inh: -3; TDP2 absorb: 1; Rev-erbA mod: 6; SIAE primary: 1; LEDGF integ inh: -2; rCAG RNA binder: -6; HTRA1 inh: 3; ABHD4 inh: -8

Results for O=[N+]([O-])c1cc(S(=O)(=O)/N=C(/c2ccccc2)N2CCOCC2)ccc1Cl ?
PG9 Ab binder: -0.8; TCR CD3 inh: -5; PRMT1 FP inh: 3; TDP2 absorb: -8; Rev-erbA mod: 4; SIAE primary: -4; LEDGF integ inh: -1; rCAG RNA binder: 2; HTRA1 inh: 3; ABHD4 inh: 0

Results for CC1CCN(c2nnc(N3CCC(C)CC3)c3ccccc23)CC1 ?
PG9 Ab binder: -0.7; TCR CD3 inh: -1; PRMT1 FP inh: 4; TDP2 absorb: 3; Rev-erbA mod: 1; SIAE primary: 9; LEDGF integ inh: 5; rCAG RNA binder: -2; HTRA1 inh: 5; ABHD4 inh: 2

How did O=C(O)c1ccc(CSc2nc3ccccc3[nH]2)cc1 do in these assays?
PG9 Ab binder: -0.8; TCR CD3 inh: -7; PRMT1 FP inh: 5; TDP2 absorb: -3; Rev-erbA mod: -2; SIAE primary: -2; LEDGF integ inh: -4; rCAG RNA binder: 2; HTRA1 inh: 6; ABHD4 inh: -7

Some of the compounds tested; rates above refer to the full screens.
